Screening results from PubChem BioAssay.
IDE act: IDE (human) activation, cell-based | P14735 | HEK cells, FAbeta-B cleavage, fluorescence polarization; 0% vehicle, 100% cell-free pure enzyme wells | activation, % at 5.96 µM | actives 0.073% (n = 340,000) | AID 493087;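 active = activation above the mean of all tested compounds plus 3 SD, set per screening campaign, cut at about 17% in these data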
MEKK2mut PB1 HTS: signal of MEK5 binding to mutant human MEKK2 PB1 domain; bead flow cytometry, Alexa488-MEK5 binding to MEKK2 mutant; percent response, % at 10 µM; actives 0.35% (n = 290,000); AID 1530; in the data active = percent response above about 24%, passing the limit was not always enough; note: inactives centre near 1; some results filed as inactive read as strong as hits; reference of the scale not given here
pCIP destab: compounds decreasing mouse p/CIP protein stability; F442A p/CIP-EGFP cells, EGFP fluorescence, 16 h; decrease of EGFP signal, % at 10 µM; actives 0.01% (n = 290,000); AID 1984;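 active = EGFP signal decrease of at least 30% at 10 µM or well 3 SD below plate mean, unless failing retest; inactive = the rest, including hits failing retest or dose response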; note: some compounds called inactive have numbers as strong as hits; many of its hits are not listed in these tables
MEKK3 PB1 HTS: raises or lowers MEK5 binding to the human MEKK3 PB1 domain | Q99759 | actives 1.4% (n = 290,000) | bead-based flow cytometry, Alexa488-MEK5 binding to MEKK3; actives lie on both sides; 0 = blocked by unlabeled MEK5, 100 = vehicle | binding response (% of control), % at 10 µM;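 active = binding response more than 3 SD above or below the average of its plate-row segment, actives on both sides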;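 note: Alexa488 bead fluorescence after subtracting the streptavidin-only scavenger bead signal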
Target sequence (Q99759 whole entry, looked up, the tested form may be a part): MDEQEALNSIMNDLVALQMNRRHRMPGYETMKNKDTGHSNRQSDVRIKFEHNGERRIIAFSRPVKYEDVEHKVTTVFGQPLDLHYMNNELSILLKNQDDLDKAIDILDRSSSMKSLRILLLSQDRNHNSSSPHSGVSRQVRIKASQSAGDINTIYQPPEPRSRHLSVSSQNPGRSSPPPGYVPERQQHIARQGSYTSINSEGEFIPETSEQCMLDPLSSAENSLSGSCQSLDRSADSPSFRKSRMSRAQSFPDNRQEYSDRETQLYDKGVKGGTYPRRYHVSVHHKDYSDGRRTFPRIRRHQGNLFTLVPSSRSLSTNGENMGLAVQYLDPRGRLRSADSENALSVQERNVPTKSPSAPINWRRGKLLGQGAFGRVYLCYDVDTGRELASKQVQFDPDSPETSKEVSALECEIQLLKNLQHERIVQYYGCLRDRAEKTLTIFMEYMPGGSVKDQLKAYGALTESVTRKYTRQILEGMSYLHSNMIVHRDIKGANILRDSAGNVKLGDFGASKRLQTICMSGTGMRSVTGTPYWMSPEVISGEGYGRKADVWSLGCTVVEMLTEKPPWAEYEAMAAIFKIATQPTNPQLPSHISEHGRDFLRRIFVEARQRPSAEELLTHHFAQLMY
UBC9 SUMO inh: SUMOylation inhibition | P63279 | HTRF SUMOylation assay, SAE1/SAE2 + UBC9, in vitro | inhibition, % at 35 µM | actives 0.36% (n = 290,000) | AID 2006; in the data active = inhibition above about 50%, passing the limit was not always enough; note: strong numbers were not always called active
Target sequence (P63279 whole entry, looked up): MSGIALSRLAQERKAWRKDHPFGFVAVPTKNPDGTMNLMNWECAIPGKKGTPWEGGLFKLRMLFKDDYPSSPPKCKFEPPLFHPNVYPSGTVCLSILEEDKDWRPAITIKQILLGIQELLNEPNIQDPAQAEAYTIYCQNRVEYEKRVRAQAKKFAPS
IDE inh: inhibits human insulin-degrading enzyme in HEK cells; P14735; FAbetaB cleavage, fluorescence polarization; inhibition, % at 5.59 µM; actives 0.41% (n = 320,000);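 active = percent inhibition above the average of all tested compounds plus 3 SD, set per screening campaign, cut at about 16% in these data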;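 note: IDE supplied by intact live HEK cells; FP after avidin binding of uncleaved biotin substrate so inhibition keeps polarization high; 0% = DMSO wells and 100% = 60 µM reference IDE inhibitor Ii1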
NALP1 yeast inh: NALP1 inhibition; AID 2071; actives 0.61% (n = 280,000); inhibition, % at 10 µM; S. cerevisiae NALP1/ASC/caspase-1 growth, X-gal OD620, 72 h; in the data active = inhibition mostly above about 24%, no sharp cut-off; inactive = mostly below about 32%; note: some compounds called inactive have numbers as strong as hits
MEKK2 WT-MEK5: raises or lowers MEK5 binding to wildtype human MEKK2 PB1 domain. Q9Y2U5. binding response (% of control), % at 10 µM. bead flow cytometry, Alexa488-MEK5 binding to MEKK2 WT; actives lie on both sides. actives 1.1% (n = 290,000). AID 1531; in the data active = binding response below about 67% or above about 130%
PfM18AAP inh: PfM18AAP enzyme inhibition | recombinant PfM18AAP, H-Glu-NHMec fluorogenic cleavage | inhibition, % at 7.35 µM | actives 1.2% (n = 290,000) | AID 1822;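 active = inhibition above the campaign mean inhibition over all tested compounds plus 3 SD, cut at about 28% in these data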;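 note: 0% = plate median of test compound wells and 100% = 2 mM ZnCl2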
An asterisk follows results filed as active; / = not tested or not shown. Some of the compounds tested, so the mix of outcomes need not match the whole.

IDE act	MEKK2mut PB1 HTS	pCIP destab	MEKK3 PB1 HTS	UBC9 SUMO inh	IDE inh	NALP1 yeast inh	MEKK2 WT-MEK5	PfM18AAP inh	mol
3.9	/	-3.4	/	14.6	0.7	17.9	/	-5.4	COc1c2c(nc3ccccc13)OC(C(C)(O)COC(C)=O)C2 (stereo not drawn)
4.4	-1.0	1.2	91.0	-25.2	0.3	20.5	99.0	6.0	Fc1ccccc1CNC(=S)Nc1ccc(Cl)cc1
4.9	-13.0	1.0	99.0	6.3	1.0	-2.2	89.0	-5.6	CC1(C)CC(=O)C(C(=O)/C=C/c2ccco2)C(=O)C1
5.2	3.0	-6.1	103.0	13.1	5.0	6.0	102.0	4.7	COc1ccc2c(C)c(CC(=O)N3CCN(C(=O)C4COc5ccccc5O4)CC3)c(=O)oc2c1 (stereo not drawn)
2.2	-20.0	4.5	99.0	-6.3	3.6	/	102.0	-7.6	CC(=O)Nc1nc2c(C)c(Cl)ccc2s1
-2.5	7.0	2.7	111.0	2.3	0.4	-0.5	108.0	-0.3	Cc1cc(=O)oc2cc(OCC(=O)N3CCCc4ccccc43)ccc12
-0.2	-1.0	0.9	96.0	10.7	5.0	8.7	100.0	4.1	COc1ccc(-c2cc3c(=O)n(CC(=O)Nc4ccc(C(C)=O)cc4)ncn3n2)cc1
4.8	4.0	-14.8	101.0	2.0	1.8	18.4	105.0	2.4	CC(C)CNC(=S)N(CCCN(C)C)Cc1cc2cc3c(cc2[nH]c1=O)OCCO3
4.0	4.0	2.5	107.0	-5.7	7.7	25.4	102.0	8.9	O=C(OCC(=O)c1ccc(Cl)s1)c1ccc2ccccc2n1
0.3	0.0	-12.5	99.0	/	2.1	7.7	100.0	-5.0	COc1ccc(S(=O)(=O)N2CCC(C(=O)N[C@H](C(=O)N3CCCCCC3)C(C)C)CC2)cc1
-1.1	5.0	4.2	98.0	0.4	6.5	1.9	101.0	1.1	CN(CC(O)COCc1cccs1)C1CCCCC1 (stereo not drawn)
3.7	-5.0	12.3	99.0	13.2	-0.2	1.4	98.0	2.9	COc1ccc(OC)c(NC(=O)C2CC(=O)N(CCc3ccccc3)C2)c1 (stereo not drawn)
-3.7	-7.0	-2.9	87.0	-19.4	3.4	-16.4	94.0	2.8	O=C(c1ccc(COCC(F)(F)F)o1)N1CCCCCC1
0.4	2.0	15.9	104.0	4.2	-0.6	25.4	109.0	-12.9	O=C(NC(=S)Nc1ccccc1Cl)C1CC1
3.4	2.0	2.3	102.0	4.0	4.0	2.7	100.0	7.8	Cc1ccc(C)c(NC(=O)c2ccc3nccnc3c2)c1
2.0	1.0	-2.8	93.0	10.1	5.5	13.1	98.0	6.0	Cc1cc(C)n2nc(CC(=O)NC3CCCC(C)C3C)nc2n1 (stereo not drawn)
-0.2	0.0	8.6	104.0	-34.4	4.7	-5.8	103.0	0.2	CCOc1ccc(S(=O)(=O)NC2CC2)cc1
0.7	1.0	-12.4	102.0	-0.7	-2.6	-4.0	110.0	2.7	C=CCOc1ccc(/C=N\NC(N)=S)cc1
3.8	11.0	5.3	107.0	-0.8	2.5	24.9	111.0	2.4	Cc1ccc(N=C2NC(=O)CS2)c(C)c1
3.9	0.0	-13.1	99.0	10.2	/	13.6	103.0	-2.4	CC(C)Oc1ccc(CNC(=O)Oc2ccccc2)cc1
-32.1	-7.0	-39.0	90.0	16.9	10.2	14.1	89.0	8.7	CN(C)c1ccc(N=Cc2nc(-c3ccccc3)oc2O)cc1
-0.2	-2.0	-3.6	99.0	-10.1	-4.5	27.9	96.0	-0.4	Cc1cc(C)nc(SCc2cn3cc(Cl)ccc3n2)n1
/	-2.0	-0.8	88.0	-18.2	-0.3	0.0	98.0	-3.5	Cc1cccc2nc(COc3ccc(-c4ccccc4)cc3)cn12
-2.1	9.0	6.1	104.0	1.7	-1.8	12.1	102.0	6.3	O=C(NC(=S)Nc1ccccc1C(=O)O)c1cncc(Br)c1
3.3	-13.0	0.5	91.0	19.3	-0.2	23.4	97.0	-15.2	CC(=O)NC(=S)Nc1ccc2oc(=O)ccc2c1
7.6	-2.0	5.1	98.0	4.5	8.1	12.4	96.0	-2.7	COCCN(Cc1cccs1)S(=O)(=O)c1ccc(-c2ccc(=O)[nH]n2)s1
5.1	2.0	7.3	104.0	1.7	8.2	12.6	104.0	-3.0	CC(NC(=O)c1ccc(N)cc1)c1ccccc1 (stereo not drawn)
1.0	1.0	-4.7	103.0	2.8	-0.1	8.2	103.0	-20.2	FC(F)(F)c1nnc2ccc(N3CCN(c4ccccc4)CC3)nn12
4.5	-5.0	2.8	92.0	11.4	-1.8	-6.1	90.0	-6.7	COc1ccc2nc(COC(=O)c3cccc([N+](=O)[O-])c3)c(C(C)=O)[n+]([O-])c2c1
5.5	1.0	-13.4	101.0	25.8	0.1	11.5	99.0	1.6	CN(C)c1ccc(C(=O)C(O)c2ccc(C(C)(C)C)cc2)cc1 (stereo not drawn)
3.4	0.0	-4.6	102.0	22.4	7.2	2.8	100.0	9.1	COCCNC(=O)CSc1nc2ccc(N3CCOCC3)cc2c(=O)n1Cc1ccc(OC)cc1
-2.4	1.0	0.2	100.0	-27.7	1.1	-9.1	93.0	-0.3	CC(=O)Nc1ccc(S(=O)(=O)N2CCC(NC(C)=O)(c3cccc(F)c3)CC2)cc1
-0.5	-21.0	0.8	75.0	-2.0	-3.8	0.6	78.0	4.3	CCN(Cc1ccccc1)C(=O)CCc1nnc(CCCc2ccccc2)o1
5.5	2.0	0.0	101.0	3.9	2.7	13.1	99.0	-7.6	CC(=O)c1cc(-c2ccccc2)n(CC(=O)N2CCC(C)CC2)c1C
3.4	7.0	0.5	103.0	9.8	7.1	18.7	104.0	-14.6	CC(C)CNC(=O)c1cccc(NC(=O)C(C)Oc2ccccc2)c1 (stereo not drawn)
-1.0	5.0	-7.9	108.0	3.8	2.2	5.5	108.0	-2.3	COc1ccc(-c2nc(C#N)c(NCc3ccccc3Cl)o2)cc1OC
10.3	3.0	-10.2	100.0	-3.4	1.8	-1.8	100.0	-5.1	COCCCn1nnnc1SCC(=O)N1CCN(C(=O)c2ccco2)CC1
-1.5	2.0	0.6	103.0	-4.0	-2.8	15.4	104.0	-5.6	COc1ccccc1N1CCN(S(=O)(=O)c2c(C)[nH]c(C)c2C(=O)N2CCCCC2)CC1
-5.7	11.0	-2.6	113.0	17.3	-1.6	28.2	96.0	-4.5	COc1ccccc1CNC(=O)Cc1cc(=O)[nH]c(=O)[nH]1
3.4	/	-8.3	/	-3.3	/	28.4	/	-2.8	Cc1cc(C=C2C(=O)c3ccccc3C2=O)c(C)n1-c1ccc(Cl)cc1
-2.3	2.0	-11.4	100.0	13.2	-0.7	11.5	98.0	6.0	Cc1cccc(NC(=O)c2cc(S(=O)(=O)N3CCOCC3)cn2C)c1C
0.1	-9.0	0.8	83.0	5.2	-1.4	-5.3	79.0	9.5	COc1ccccc1CN1C[C@@H]2C[C@@H](c3ccccc3C)N3CCC[C@@]23C1=O
1.8	0.0	2.2	101.0	-8.0	0.5	23.1	109.0	0.1	Cc1cc(C)c(OCCNCc2ccccc2)c(C)c1
2.8	1.0	-14.6	101.0	7.3	2.3	-30.7	100.0	-0.3	CC(=O)N1C(=O)N(C)C2C1N(C(C)=O)C(=O)N2C (stereo not drawn)
-7.0	47.0	-10.5	103.0	1.1	3.7	/	183.0*	-1.9	Cc1ccc(-c2c[n+](CC(=O)Nc3nc(-c4ccccc4)cs3)c3n2CCC3)cc1
3.4	1.0	4.9	102.0	-16.1	0.8	14.6	107.0	0.2	Cc1cc2oc(=O)cc(CN3CCCCC3)c2cc1C(C)C
0.9	-7.0	-1.9	97.0	10.3	2.6	-9.3	99.0	27.1	O=C(O)C(c1ccccc1)N1C(=O)/C(=C/c2cccs2)SC1=S (stereo not drawn)
1.4	0.0	-8.2	97.0	15.6	2.4	1.8	97.0	-6.1	CCS(=O)(=O)N1CCN=C1SCc1ccccc1
3.5	-1.0	-1.0	99.0	-5.0	4.6	7.8	98.0	0.3	Cc1c(Br)c([N+](=O)[O-])nn1CC(=O)NCc1ccco1
-4.7	4.0	-16.2	105.0	12.4	-5.8	29.1	105.0	2.0	Cc1ccc(NC(=O)c2nc(C)n(-c3ccc([N+](=O)[O-])cc3)n2)cc1
7.2	1.0	2.7	99.0	10.2	9.8	8.2	97.0	-1.4	CCOc1ccc(C(C(=O)NCC2CCCO2)N(C(=O)c2snc(C(N)=O)c2N)c2cccc(F)c2)cc1 (stereo not drawn)
1.8	-3.0	-11.1	98.0	-34.1	5.9	26.2	94.0	2.3	COCCn1c(C2CCCCC2)nc2sc3ccccc3c(=O)c2c1=O
0.8	3.0	-3.7	101.0	9.7	5.7	4.1	104.0	-7.2	CC1(C)CC(=O)C(CC2=C(O)CC(C)(C)CC2=O)=C(O)C1
4.7	4.0	5.9	106.0	-3.5	1.7	19.2	106.0	-6.3	O=C(CN1CCOCC1)NCc1cc([N+](=O)[O-])ccc1O
1.2	0.0	5.3	101.0	-0.9	7.2	-1.8	103.0	-3.6	NC(=O)c1ccc(=O)n(Cc2ccc(F)c(F)c2)c1
2.2	-3.0	-18.5	97.0	18.9	10.1	3.1	96.0	3.5	O=C(/C=C/c1cc([N+](=O)[O-])ccc1OC(F)F)Nc1ccc(OC(F)F)cc1

4 of these compounds in a different format.
| molecule | IDE act | MEKK2mut PB1 HTS | pCIP destab | MEKK3 PB1 HTS | UBC9 SUMO inh | IDE inh | NALP1 yeast inh | MEKK2 WT-MEK5 | PfM18AAP inh |
| --- | --- | --- | --- | --- | --- | --- | --- | --- | --- |
| CCOc1ccc(C(C(=O)NCC2CCCO2)N(C(=O)c2snc(C(N)=O)c2N)c2cccc(F)c2)cc1 (stereo not drawn) | 7.2 | 1.0 | 2.7 | 99.0 | 10.2 | 9.8 | 8.2 | 97.0 | -1.4 |
| COCCn1c(C2CCCCC2)nc2sc3ccccc3c(=O)c2c1=O | 1.8 | -3.0 | -11.1 | 98.0 | -34.1 | 5.9 | 26.2 | 94.0 | 2.3 |
| CC1(C)CC(=O)C(CC2=C(O)CC(C)(C)CC2=O)=C(O)C1 | 0.8 | 3.0 | -3.7 | 101.0 | 9.7 | 5.7 | 4.1 | 104.0 | -7.2 |
| O=C(CN1CCOCC1)NCc1cc([N+](=O)[O-])ccc1O | 4.7 | 4.0 | 5.9 | 106.0 | -3.5 | 1.7 | 19.2 | 106.0 | -6.3 |

Next part.
IDE act	MEKK2mut PB1 HTS	pCIP destab	MEKK3 PB1 HTS	UBC9 SUMO inh	IDE inh	NALP1 yeast inh	MEKK2 WT-MEK5	PfM18AAP inh	mol
0.5	2.0	-1.9	110.0	32.6	-3.6	-14.5	105.0	13.0	CC(=O)c1cc(C(=O)Nc2ccc(C(=O)O)cc2)oc1C
5.8	13.0	-8.0	104.0	5.5	2.7	15.4	106.0	5.0	O=C(N1CCN(Cc2ccc3c(c2)OCO3)CC1)C(Cl)(Cl)Cl
0.0	3.0	0.8	111.0	-14.6	-2.3	-5.2	108.0	-2.4	COc1ccc(NC(=S)N2CCC(C(O)(c3ccccc3)c3ccccc3)CC2)cc1
1.5	4.0	9.8	101.0	0.3	-0.6	-6.0	102.0	3.8	CCn1c(=O)n(CC(=O)NC2CCCC(C)C2C)c(=O)c2ccccc21 (stereo not drawn)
1.8	-1.0	6.7	102.0	-10.6	6.4	26.6	98.0	0.7	S=C(Nc1ccc(Cl)cc1)c1sc(N2CCCCC2)nc1N1CCOCC1
4.4	1.0	-9.2	105.0	12.7	1.2	2.4	103.0	-7.0	Cc1ccc(C(=O)NCc2ccc3c(c2)OCO3)cc1C
7.3	8.0	-0.6	101.0	9.6	-2.8	12.5	113.0	-6.4	COc1cc(OC)c(NC(=O)C(=O)CC(=O)c2ccc(C)cc2C)cc1Cl
